TROY NFkB inh: inhibitors of TROY-dependent NF-kB signaling | Q293 LMP1-TROYcd NF-kB luciferase reporter, 4 h | inhibition, % at 10 µM | actives 0.98% (n = 360,000);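 active = compounds whose plate-normalised and pattern-corrected inhibition of the luciferase reporter signal at the single screening dose is 50% or more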
SRC3 inh: inhibits human SRC3 coactivator. Q9Y6Q9. HEK293 GAL4-SRC3 luciferase reporter, luminescence. inhibition, % at 3.6 µM. actives 0.17% (n = 360,000). AID 588352;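 active = inhibition above a per-campaign cutoff, the mean of all compounds plus 3 SD, cut at about 60% in these data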;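 also: 0% = DMSO-treated cells and 100% = gossypol-treated cells at 36 µM; higher means less SRC3-driven luciferase light from the GAL4 reporter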
COUP-TFII inh: NR2F2 (human) inhibition, primary screen | P24468 | HEK293T NGFI-A luciferase reporter, luminescence | inhibition, % at 8.6 µM | actives 0.7% (n = 370,000);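 active = inhibition above a per-plate cutoff, mean inhibition of test wells between control levels plus 3 SD, cut at about 38% in these data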;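 also: cells cotransfected with COUP-TFII expression vector driving the NGFI-A reporter; 0% = median of COUP-TF2 test wells and 100% = reporter-only cells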
Target sequence (P24468 whole entry, looked up): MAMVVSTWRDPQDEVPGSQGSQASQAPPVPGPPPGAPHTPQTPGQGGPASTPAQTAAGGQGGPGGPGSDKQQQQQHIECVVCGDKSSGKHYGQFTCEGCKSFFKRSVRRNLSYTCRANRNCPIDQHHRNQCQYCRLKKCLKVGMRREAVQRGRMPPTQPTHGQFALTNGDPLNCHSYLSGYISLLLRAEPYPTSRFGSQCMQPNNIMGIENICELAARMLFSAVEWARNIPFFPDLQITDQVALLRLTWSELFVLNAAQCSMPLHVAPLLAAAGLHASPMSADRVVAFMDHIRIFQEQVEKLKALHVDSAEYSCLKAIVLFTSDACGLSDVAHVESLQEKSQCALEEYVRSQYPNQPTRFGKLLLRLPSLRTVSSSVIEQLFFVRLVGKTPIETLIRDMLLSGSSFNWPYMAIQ
NCOA1 inh: inhibits human SRC1 coactivator. Q15788. HEK293 GAL4-SRC1 luciferase reporter, luminescence. inhibition, % at 3.6 µM. actives 0.12% (n = 360,000);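 active = inhibition above the campaign mean plus 3 SD, with each screening campaign given its own cutoff, cut at about 60% in these data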;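 also: 0% = DMSO treated cells and 100% = gossypol at 36 µM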
NOD2 RIPK2 PPI: blocks binding of human NOD2 to RIPK2; O43353; AID 624267; CHO BLA complementation NOD2-RIPK2, CCF4 ratio; actives 0.38% (n = 360,000); inhibition, % at 4.98 µM; in the data active = inhibition above about 21%;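 also: 0% = vehicle only and 100% = reference blocker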
Target sequence (O43353 whole entry, looked up): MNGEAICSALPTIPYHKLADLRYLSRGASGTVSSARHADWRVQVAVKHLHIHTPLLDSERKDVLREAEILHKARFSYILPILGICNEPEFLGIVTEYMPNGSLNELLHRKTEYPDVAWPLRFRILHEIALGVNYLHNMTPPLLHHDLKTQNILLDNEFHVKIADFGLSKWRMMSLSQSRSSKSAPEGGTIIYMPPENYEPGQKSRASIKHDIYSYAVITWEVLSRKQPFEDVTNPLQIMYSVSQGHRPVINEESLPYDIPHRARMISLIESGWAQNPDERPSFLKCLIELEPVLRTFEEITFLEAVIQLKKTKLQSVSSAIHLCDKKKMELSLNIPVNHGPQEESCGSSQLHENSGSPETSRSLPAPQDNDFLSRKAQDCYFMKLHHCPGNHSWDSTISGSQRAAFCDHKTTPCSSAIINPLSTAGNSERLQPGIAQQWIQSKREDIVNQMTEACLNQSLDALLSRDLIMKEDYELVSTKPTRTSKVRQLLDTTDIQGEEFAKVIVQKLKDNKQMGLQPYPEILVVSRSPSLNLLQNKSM
LRH-1 inv ag: suppresses constitutive activity of human LRH-1; inhibition, % at 3.6 µM; HEK293T StAR-luciferase reporter, LRH-1 transfected, 24 h; actives 0.13% (n = 360,000); O00482;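 active = inhibition above the mean inhibition of all tested compounds plus 3 SD, cut at about 73% in these data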;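 also: 0% = DMSO wells and 100% = reporter-only cells lacking LRH-1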
EBV LMP1 NFkB: Epstein-Barr LMP1 NF-kappaB reporter inhibition; inhibition, % at 12.5 µM; LMP1-induced NF-kappaB luciferase reporter cells, luminescence; actives 0.69% (n = 350,000); in the data active = inhibition above about 41%; inconclusive = no clear call, values can overlap the other calls;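 also: 0% = neutral control wells and 100% = reference inhibitor control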
TRAIL sens C8: sensitizes caspase-8 expressing cells to TRAIL; actives 1% (n = 360,000); NB7+C8 cells + TRAIL, ATPlite viability luminescence; inhibition (viability loss, TRAIL sensitization), % at 10 µM;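 active = compounds causing at least 50% loss of cell viability in the single-dose screen, relative to plate controls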
Vif inh: inhibitors of HIV Vif; actives 0.35% (n = 340,000); inhibition, % at 7.49 µM; HEK293T cells, Vif self-association by quenched fluorescence, imaging, 24 h; in the data active = inhibition above about 50%, passing the limit was not always enough; inconclusive = no clear call, values can overlap the other calls; inactive = below about 31%; also: some results filed as inactive read as strong as hits
TLR9-MyD88 block: blocks human TLR9 binding to MyD88; actives 0.21% (n = 340,000); AID 504734; CHO BLA complementation TLR9-MyD88, CCF4 FRET ratio; inhibition, % at 4.98 µM; Q9NR96+Q99836;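 active = inhibition above the mean over all tested compounds plus 3 SD, cut at about 21% in these data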;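 also: 0% = DMSO only wells and 100% = clavulanate BLA inhibitor control wells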
NCOA2 inhibitor: inhibits human steroid receptor coactivator 2 | Q15596 | HEK293 GAL4-SRC2 luciferase reporter, luminescence | inhibition, % at 9 µM | actives 0.17% (n = 370,000);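 active = inhibition above the mean inhibition of all tested compounds plus 3 SD, set per campaign, cut at about 52% in these data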;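 also: 0% = DMSO treated cells and 100% = cells given Gossypol at 36 µM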
* marks the source's active call; other numbers are inactive results; ? = inconclusive; · = not tested or not shown.

mol	TROY NFkB inh	SRC3 inh	COUP-TFII inh	NCOA1 inh	NOD2 RIPK2 PPI	LRH-1 inv ag	EBV LMP1 NFkB	TRAIL sens C8	Vif inh	TLR9-MyD88 block	NCOA2 inhibitor
COc1cccc(NC(=O)C2C3C=CC4(O3)C2C(=O)N(C(C)C)C4C(=O)NC2CCCCC2C)c1 (stereo not drawn)	-4	-7	-7	-3	-7	-4	-6	-14	-10	-7	-8
c1cn(-c2ccc(-c3ccnc4ncnn34)cc2)cn1	-28	3	-7	-10	-5	-9	14	0	16	0	-3
Cc1cc(C)nc(N(C#N)Cc2cccc(Cl)c2)n1	-15	15	-3	5	-3	-4	4	-6	1	0	6
CCC(Oc1ccccc1)C(=O)OCC(=O)Nc1sccc1C(N)=O (stereo not drawn)	22	-14	13	-1	-1	9	23	1	-6	2	33
Cc1cccc(OCCC(=O)Nc2ccc(C)c(S(=O)(=O)N3CCOCC3)c2)c1	-11	11	5	17	-6	-15	3	22	18	-2	14
COCCNC(=O)c1n[nH]c2ccccc12	-11	-18	-7	-22	1	-30	-9	22	-3	6	4
O=C(N/N=C\c1ccc(Br)o1)C1COc2ccccc2O1 (stereo not drawn)	-17	-21	-5	17	0	-11	-8	-6	-4	-2	6
CCc1ccc(S(=O)(=O)Nc2ccc(C)c(NS(C)(=O)=O)c2)cc1	-3	7	15	-1	-8	7	-3	-5	1	·	-2
Cc1ccc(NC(=O)N[C@@H](CC(C)C)C(=O)O)c(C)c1	7	10	9	-7	7	0	-3	3	3	-2	-4
O=[N+]([O-])c1ccccc1CNCCCCO	4	1	-15	-13	3	17	-6	1	-4	3	-37
CCOc1cc(/C=N\NC(=O)c2ccc(NC(=O)C(C)(C)C)cc2)ccc1OC(=O)c1ccc(OC)cc1	12	3	0	4	-2	4	-1	18	-2	0	-14
CC(CN(C)C)CN1c2ccccc2CCc2ccccc21 (stereo not drawn)	-5	-22	-31	-6	0	-3	1	2	-1	2	-20
CC1CCN(c2c([N+](=O)[O-])c(=O)oc3ccccc23)CC1	18	-2	-10	8	4	-1	6	13	5	2	-2
C=C(C)Cn1c(N2CCN(c3ccc(OC)cc3)CC2)nc2c1c(=O)n(C)c(=O)n2C	18	14	41*	4	-5	11	23	2	-3	4	-3
O=C(c1cc(-c2ccc3c(c2)OCO3)on1)N1CCOCC1	36	-66	-28	-72	-5	-79	62*	42	-7	-5	-32
CC[C@]12c3[nH]c4ccc(Cl)cc4c3CCN1C(=O)[C@@H](CC(=O)NCCN1CCOCC1)C[C@@H]2C(=O)N1CCN(C(=O)c2ccco2)CC1	-1	-2	-2	-6	-1	9	-10	-16	·	-2	2
CC(=O)Nc1cccc(C(=O)/C=C/c2ccc[nH]2)c1	-18	-18	-28	-33	4	-19	6	18	-6	-3	-43
COc1ccc(C2/C(=C(/O)c3ccc(F)cc3)C(=O)C(=O)N2CCCN2CCOCC2)cc1OC (stereo not drawn)	3	-11	·	4	-6	7	1	-1	-8	6	·
CCCCCOc1ccc(C(=O)NCCC(=O)NCCCC(=O)OCC)cc1	-25	13	-9	9	-6	-11	-3	-6	0	11	-12
CCN1CCN(c2ccc(S(=O)(=O)N3CCCCC3)cc2NC(=O)Cc2ccccc2F)CC1	17	-6	-7	-3	1	-3	-4	11	0	-3	7
Cc1ccc(CNC(=O)Cn2cnc(S(=O)(=O)N3CCC(C)CC3)c2)o1	3	17	-1	-24	3	1	-1	-10	?	-1	-24
COc1cccc(CNC(=O)c2nnn(-c3ccc(OC(F)(F)F)cc3)c2N)c1	26	10	8	6	1	4	14	4	-7	-1	14
CC(C)CN(CC(C)C)CC(O)COc1ccc([N+](=O)[O-])cc1 (stereo not drawn)	-11	32	23	9	-5	9	5	4	-1	-3	-13
O=S(=O)(c1ccccc1)N1CCN(C2CCN(Cc3ccccc3)CC2)CC1	1	9	14	-22	-4	14	-8	2	9	0	-5
C=CCn1c(COc2ccccc2F)nnc1SCCN1C(=O)c2ccccc2C1=O	19	18	2	16	5	-32	11	-8	1	4	-18
C=C1C(C(=O)Nc2ccc(OCC)cc2)C1C(=O)Nc1ccc(OCC)cc1 (stereo not drawn)	0	1	-12	11	-15	21	0	10	-7	-18	-20
COc1cccc(C(=O)Cn2c(N3CCOCC3)nc3c2c(=O)n(C)c(=O)n3C)c1	9	7	3	-5	-1	12	-6	1	5	-3	5
CCN(CC)CCOCCOc1cc(C)c(Cl)c(C)c1	-9	15	-1	-4	3	-5	2	8	5	4	11
Cc1ccc(C(=O)N(Cc2cccnc2)Cc2cc3cc(C)ccc3n3nnnc23)cc1	8	-3	-4	-5	0	3	-8	-2	15	-6	-14
COc1ccc(CNC(=O)CN(c2cc(C)cc(C)c2)S(=O)(=O)c2c(C)[nH]c(=O)[nH]c2=O)cc1	-10	7	0	-2	-13	-22	-5	-5	-1	-6	-2
CCc1cccc(NC(=O)CCNC(=O)Cn2ccc3ccccc3c2=O)c1	-20	-4	13	-3	5	-6	-5	-24	-7	2	14
CC(C)CC(NC(=O)C1CCC(C)CC1)C(=O)Nc1ccccc1F (stereo not drawn)	-23	5	-8	-11	2	-3	-4	4	22	-8	-7
Cc1ccc(C(=O)c2ccccc2C(=O)OCC(=O)N2CC(C)CC(C)C2)cc1 (stereo not drawn)	10	3	14	-41	6	20	-3	14	-1	-7	-22
O=C(CN(C(=O)CNS(=O)(=O)c1ccc(F)cc1)c1ccccc1)NCc1ccco1	4	-11	-2	6	4	-4	-12	-16	11	2	11
COc1cc([N+](=O)[O-])ccc1NC(=O)COC(=O)c1c[nH]c(=O)[nH]c1=O	-3	-14	-13	6	-10	-1	-1	-16	-6	-5	-1
Cc1c(C(=O)NCCSc2ccc(Cl)cc2)cccc1[N+](=O)[O-]	6	18	7	-4	2	9	0	12	1	-3	-3
CC(C)Cc1nnc(NC(=O)CS(=O)(=O)Cc2ccccc2)s1	14	14	11	9	5	-11	0	4	-1	4	10
COc1cccc2c1OC1(N3CCOCC3)CCCCC1C2C[N+](=O)[O-] (stereo not drawn)	-10	4	-11	-1	-10	-10	5	3	6	-1	-16
Cc1ccc(-n2nc(C)c3c2OC(N)=C(C#N)C3c2ccncc2)cc1 (stereo not drawn)	10	-24	13	-90	-50	10	-2	-5	3	3	9
CCc1c(C(=O)NNC(=S)NCc2ccccc2)csc1C	-1	-19	-2	10	-5	7	-6	-15	0	-3	6
C/C=C/c1ccc(OCc2cc(=O)n3cc(C)ccc3n2)c(OC)c1	7	-16	9	-5	-11	4	0	5	-2	-6	22
CSc1ccc(S(=O)(=O)NCC(=O)OCC(=O)NCc2cccs2)cc1[N+](=O)[O-]	18	-3	12	-9	4	-23	-2	-27	4	3	-11
O=C(c1ccc([N+](=O)[O-])cc1)N1CCN(Cc2ccccc2[N+](=O)[O-])CC1	1	16	5	6	-2	9	3	0	-2	7	28
CC1(C)C/C(=C(/C#N)C(N)=O)CCO1	-13	7	4	-13	-9	-19	-4	2	11	2	-8
CC(C)(C)c1ccc(NC(=O)COc2ccc(-n3ccnc3)cc2)cc1	75*	8	51*	4	8	24	-1	15	-1	-4	34

Sorted by length of the SMILES (ascending): part of the list above
mol	TROY NFkB inh	SRC3 inh	COUP-TFII inh	NCOA1 inh	NOD2 RIPK2 PPI	LRH-1 inv ag	EBV LMP1 NFkB	TRAIL sens C8	Vif inh	TLR9-MyD88 block	NCOA2 inhibitor
Cc1c(C(=O)NCCSc2ccc(Cl)cc2)cccc1[N+](=O)[O-]	6	18	7	-4	2	9	0	12	1	-3	-3
CCc1ccc(S(=O)(=O)Nc2ccc(C)c(NS(C)(=O)=O)c2)cc1	-3	7	15	-1	-8	7	-3	-5	1	·	-2
COc1cccc(NC(=O)C2C3C=CC4(O3)C2C(=O)N(C(C)C)C4C(=O)NC2CCCCC2C)c1 (stereo not drawn)	-4	-7	-7	-3	-7	-4	-6	-14	-10	-7	-8

The list goes on:
mol	TROY NFkB inh	SRC3 inh	COUP-TFII inh	NCOA1 inh	NOD2 RIPK2 PPI	LRH-1 inv ag	EBV LMP1 NFkB	TRAIL sens C8	Vif inh	TLR9-MyD88 block	NCOA2 inhibitor
CCCNC(=O)CN1C(=O)NC(CCc2ccccc2)C1=O (stereo not drawn)	-16	9	12	9	4	8	-2	-2	0	2	-31
CN(C)CCNC(=O)C(C(=O)c1ccc(F)cc1)n1ccccc1=O (stereo not drawn)	14	13	-17	14	-6	11	3	-12	8	-11	-20
CCC1Sc2ccc(S(=O)(=O)CCC(=O)NCc3ccc(C)o3)cc2NC1=O (stereo not drawn)	7	-2	11	-13	-1	-2	-8	-6	8	6	-2
COc1cccc(C(=O)OCC(=O)c2[nH]c(C)c(C(C)=O)c2C)c1	3	-9	1	-13	-4	8	11	4	0	-2	3
COc1ccc(OCCCON2C(=O)c3ccccc3C2=O)cc1	-8	13	-11	5	-9	14	-10	2	·	2	-13
COc1ccc(N(CC(=O)Nc2cccc3ccccc23)S(C)(=O)=O)c(OC)c1	11	-4	-22	5	6	-6	12	-7	1	-8	2
CCSc1nnc(NC(=O)C(C)C)s1	-14	-13	-11	-13	-19	-19	-1	0	9	7	-43
N#Cc1c(NC(=O)c2cc(C3CC3)on2)sc2c1CCC2	-19	12	-4	3	16	-33	-6	17	1	5	-24
Cc1ccccc1/C=N/Nc1ccc(Cl)nn1	-61	-1	-14	-13	-5	6	-7	2	-1	5	-21
Cc1nnc2c3ccccc3c(-c3ccccc3)nn12	-6	21	-64	-4	16	17	-8	-18	·	1	-29
O=C(NCC1CCCO1)C1CCN(S(=O)(=O)c2cc(Cl)ccc2Cl)CC1 (stereo not drawn)	17	1	-11	2	0	-5	-4	-9	9	0	15
COc1cc2c(cc1NC(=O)CSc1ccccn1)oc1ccccc12	-76	-46	-1	-34	0	-15	-49	-3	-6	4	-46
Cc1cc(S(=O)(=O)NC(C)c2nnc3ccccn23)ccc1Br (stereo not drawn)	5	14	-3	-2	4	-5	-6	3	-4	1	-19
O=C(NCCCNC(=O)c1ccc(F)cc1)c1ccc(F)cc1	7	2	-15	7	1	-1	0	1	6	-2	-22
CC(C)Sc1nnc([C@H](C)NC(=O)OC(C)(C)C)o1	-10	-24	8	-32	-9	15	7	-15	-16	1	-32
CN(CC(=O)NCCN1CCN(Cc2ccccc2)CC1)S(=O)(=O)c1cccc2nsnc12	15	9	10	-3	7	7	4	-2	·	9	-15
O=C1C(=O)N(CCN2CCOCC2)C(c2ccc(Cl)cc2)/C1=C(/O)c1ccc(S(=O)(=O)N2CCOCC2)cc1 (stereo not drawn)	10	0	·	-4	10	-10	3	7	-4	-7	·
COCCn1c(C)cc(C2=NNC(=Nc3ccccc3)SC2)c1C	82*	39	27	32	-10	43	3	37	·	9	22
O=C(NCc1cccnc1)C(=O)NCC1OCCCN1S(=O)(=O)c1ccccc1 (stereo not drawn)	-1	13	2	-4	0	17	0	-7	4	3	12
Cc1cccc(NC(=O)Cn2cnc3c(oc4nc5c(cc43)COC(C)(C)C5)c2=O)c1	11	-1	-2	7	2	9	-11	-3	10	1	-8
COCC(=O)Nc1ccc(C(C)C)cc1	-19	2	7	10	-9	-24	0	-9	-1	-11	10
CN(C)C(=O)N1CCN(c2nc(-c3ccccc3)cs2)CC1	-49	-52	-15	-88	1	-80	-10	58*	-3	3	-43

Some of the compounds tested; rates above refer to the full screens.
